Bioassay records deposited in PubChem by National Center for Advancing Translational Sciences (NCATS).
LDHA inh: qHTS assay for inhibitors of human lactate dehydrogenase | L-lactate dehydrogenase A chain (Homo sapiens), P00338 | purified LDHA, NADH/diaphorase-resazurin fluorescence; stronger effect = lower value | activity change, % (values are at about 110 or 230 µM) | 0.15% of 480,000 active | AID 1347041, 2019; in the data active = activity change below about -30%; inconclusive = mostly about -25% to -30%;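 also: plate controls were DMSO wells for no effect and wells without enzyme for full effect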
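Enzyme activity of human lactate dehydrogenase 5 (2 nM; 0.06 mM NADH, 0.2 mM pyruvate, 5 min, RT) is measured via a resazurin/diaphorase fluorescence readout of residual NADH.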
Pol kappa inh: qHTS for Inhibitors of Polymerase Kappa | DNA polymerase kappa (Homo sapiens), Q9UBT6 | purified Pol kappa, fluorescent DNA synthesis assay, 10 min | Potency, µM (doses to about 107 µM), without a hit: at the highest dose activity, negative = inhibition, usual class: inhibitors | 0.53% of 400,000 active; also: potency is read from the fitted curve at half-maximal effect; % is scaled to controls: 0 for no effect and ±100 for the full control effect
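10 nM Pol kappa preincubated 15 min at room temperature with compounds, then reaction started with substrate at 50 nM final. Fluorescence read kinetically at 0 and 10 min; buffer-only wells served as negative control.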
APEX1 inh: qHTS Assay for Inhibitors of the Human Apurinic/apyrimidinic Endonuclease 1 (APE1); recombinant APE1, TAMRA/BHQ-2 abasic DNA cleavage fluorescence; Potency, µM (titrated, usually from 65.8 µM), without a hit: at the highest dose activity change, negative = inhibition, actives largely listed as inhibitors; 0.35% of 350,000 active;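 also: potency is read from the fitted curve at half-maximal effect; plate controls were vehicle for no effect and reference inhibitor for full effect; nearly all actives have a fitted effect of over 55% in size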
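Incision of a quenched TAMRA/BHQ-2 THF abasic-site duplex (50 nM) by 0.75 nM APE1, after 15 min compound preincubation, measured as fluorescence increase over three 60 s reads. Values normalized to buffer, DMSO and NSC13755 control wells.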
BLM helicase inh: qHTS Assay for Inhibitors of Bloom's syndrome helicase (BLM); RecQ-like DNA helicase BLM (Homo sapiens), P54132; recombinant BLM DNA unwinding, fluorescence dequenching; Potency, µM (series often up to 56.1 µM), inactives show at the top dose activity change, negative = inhibition, most hits filed as inhibitors; 0.2% of 350,000 active; AID 2528, 2010;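 also: potency is read from the fitted curve at half-maximal effect; plate controls were vehicle for no effect and no enzyme for full effect; nearly all actives have a fitted effect of over 35% in size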
Pol beta inh: qHTS Assay for Inhibitors of DNA Polymerase Beta | P06746 | Potency, µM (series often up to 114 µM), for the others: at the highest dose activity change, negative = inhibition, most hits filed as inhibitors | Pol beta primer extension/strand displacement, fluorescence kinetic | 1.3% of 340,000 active; also: potency is read from the fitted curve at half-maximal effect; % is scaled to controls: 0 for no effect and ±100 for the full control effect
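10 nM enzyme + cpd, 15 min RT; start with substrate 50 nM final; read 0 min and after 10 min RT. Corrected, normalized data; 4-parameter Hill curve fit.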
POLH inh: qHTS for Inhibitors of Polymerase Eta. recombinant Pol eta, fluorescent DNA replication assay. DNA polymerase eta (Homo sapiens), Q9Y253. 1.2% of 390,000 active. Potency, µM (highest dose often 114 µM), for the others: at the top dose activity change, negative = inhibition, hits mostly inhibitors. AID 588591, 2011; also: potency is read from the fitted curve at half-maximal effect; % is scaled to controls: 0 for no effect and ±100 for the full control effect
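Pol eta (10 nM) was preincubated with compounds for 15 min at room temperature, after which fluorescent replication substrate (50 nM final) was added to start the reaction. Fluorescence was read kinetically at 0 and 10 min.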
Pol iota inh: qHTS for Inhibitors of Polymerase Iota; DNA polymerase iota (Homo sapiens), Q9UNA4; Pol iota fluorescent replication assay, 10 min; Potency, µM (titrated, usually from 115 µM), inactives show at the highest dose activity, negative = inhibition, usual class: inhibitors; 1% of 390,000 active; AID 588590, 2011; also: potency is read from the fitted curve at half-maximal effect
Target sequence (Q9UNA4 whole entry, looked up): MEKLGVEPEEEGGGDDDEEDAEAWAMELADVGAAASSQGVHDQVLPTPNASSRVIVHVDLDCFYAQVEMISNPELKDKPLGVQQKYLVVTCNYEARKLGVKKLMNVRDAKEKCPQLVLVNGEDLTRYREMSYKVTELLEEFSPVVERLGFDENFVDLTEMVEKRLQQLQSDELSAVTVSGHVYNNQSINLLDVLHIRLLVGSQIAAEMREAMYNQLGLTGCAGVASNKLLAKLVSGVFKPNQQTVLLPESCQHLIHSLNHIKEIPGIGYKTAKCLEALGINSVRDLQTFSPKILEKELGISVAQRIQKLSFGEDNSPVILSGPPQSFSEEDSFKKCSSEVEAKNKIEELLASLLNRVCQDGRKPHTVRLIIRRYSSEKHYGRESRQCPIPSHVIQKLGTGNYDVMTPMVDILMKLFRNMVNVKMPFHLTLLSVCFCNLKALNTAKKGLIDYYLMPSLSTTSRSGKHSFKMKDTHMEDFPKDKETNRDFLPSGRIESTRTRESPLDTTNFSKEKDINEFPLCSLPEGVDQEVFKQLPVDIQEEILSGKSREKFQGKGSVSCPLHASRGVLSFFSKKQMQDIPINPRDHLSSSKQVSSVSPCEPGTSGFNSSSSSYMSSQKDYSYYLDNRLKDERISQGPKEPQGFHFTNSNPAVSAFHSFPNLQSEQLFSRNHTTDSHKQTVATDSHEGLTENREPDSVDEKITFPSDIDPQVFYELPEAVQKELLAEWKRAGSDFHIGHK
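Pol iota at 10 nM preincubated 15 min with compounds at room temperature; reaction started with fluorescent substrate, 50 nM final. Fluorescence read kinetically at 0 and 10 min; buffer-only wells as negative control.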
Anesthetic bind: qHTS Assay for Identification of Novel General Anesthetics | Ferritin light chain (Equus caballus), P02791 | apoferritin/1-aminoanthracene competitive binding, fluorescence | Potency, µM (titrated, usually from 77.5 µM), for the others: at the highest dose activity change, negative = displacement, most hits filed as inhibitors | 0.074% of 350,000 active | AID 485281, 2010; also: potency is read from the fitted curve at half-maximal effect; % is scaled to controls: 0 for no effect and ±100 for the full control effect; nearly all actives have a fitted effect of over 20% in size
Target sequence (P02791 2-175 limits assumed): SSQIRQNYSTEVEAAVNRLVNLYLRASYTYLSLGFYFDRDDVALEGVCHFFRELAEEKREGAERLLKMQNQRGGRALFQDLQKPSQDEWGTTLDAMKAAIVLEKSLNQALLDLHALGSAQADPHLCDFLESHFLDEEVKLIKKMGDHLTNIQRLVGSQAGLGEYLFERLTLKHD
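Concentration-response curves derived by four-parameter Hill fitting of normalized fluorescence, where compounds displaced 1-AMA from 10 uM horse apoferritin following a brief 10 min room-temperature incubation; propofol titration acted as positive control.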
GRP78 ERSR act: qHTS for Inducers of the Endoplasmic Reticulum Stress Response (ERSR) in Human Glioma: qHTS | Potency, µM, without a hit: at the highest dose activation, usual class: activators | AID 602332, 2012 | 0.02% of 420,000 active | U87-MG GRP78 promoter luciferase reporter, 16 h; also: potency is read from the fitted curve at half-maximal effect; series mostly up to about 76 µM; % of control where 0% means no effect; nearly all actives have a fitted effect of over 35% in size
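Stably transfected U87-MG human glioma cells carrying a GRP78-based luminescent sensor were seeded at 1000 cells/well, pin-dosed with compounds and incubated 16 h. Luciferase reagent was then added, and end-point luminescence was read after 10 min at room temperature.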
* hit, by the source's call; u = inconclusive; x = no result given; & = joins results of further samples; [ ] = remark or other dose. Unless noted, calls follow the shape of the dose curve; as a rule, active = well fitted curve in the direction sought with a large enough effect; inconclusive = small, poorly fitted or top-dose-only effect, or another doubt; inactive = no such curve, though single readings can be large; an effect the other way counts as inactive or inconclusive. This is a subset; the hit share may differ from the screen's.

Results follow in this order: LDHA inh	Pol kappa inh	APEX1 inh	BLM helicase inh	Pol beta inh	POLH inh	Pol iota inh	Anesthetic bind	GRP78 ERSR act
1) Cc1cc(-n2cnc3c(=O)[nH]cnc32)ccc1N
 : -1	4%	-1%	-8%	-1%	-7%	25%	9%	4%
2) Nc1cccc(-c2c[nH]c3ncc(-c4cccnc4)cc23)c1
 : 4	-4%	x	x	x	-9%	-13%	x	0%
3) CC(C)(C)NC(=O)NC(=O)COC(=O)CCCc1c[nH]c2ccccc12
 : -1&4	-9%	-7%	-22%	-20%	-3%	1%	u	-2%
4) N#Cc1c(NC(=O)Cn2nc(C(F)(F)F)c3c2CCCC3)sc2c1CCC2
 : -5	-4%	-8%	2%	-5%	-3%	u	-14%	-3%
5) CC(=O)Nc1c(O)nc(SCC(=O)N2CCN(c3ccc(F)cc3)CC2)[nH]c1=O
 : 7	4%	2%	-2%	10%	-4%	-24%	-16%	-1%
6) CN1C(=O)CC(c2ccccc2)CC1=O
 : -2	-2%	7%	x	x	-3%	-42%	x	-1%
7) CCOC(=O)C1=C(COc2ccccc2)NC(=O)NC1c1ccc(Cl)cc1 (centres undefined)
 : -14	-2%	22%	-2%	-23%	-3%	u	-21%	-4%
8) CC(C)OC(=O)CSc1nc2cccnc2n1C1CCCCC1
 : 1	4%	-3%	-5%	5%	-7%	10%	-1%	3%
9) COc1cccc(Cn2c(=O)c(-c3ccccc3)nc3cncnc32)c1
 : x	-5%[60.1 µM]	12%	-5%	x	x	x	x	1%
10) Cc1cc(C)c2c(C)c(C(=O)Nc3c(C)n(C)n(-c4ccccc4)c3=O)oc2c1
 : 0	-8%	15%	-4%	-9%	-19%	33%[activator]	-15%	0%
11) O=C(Nc1cc(Cl)cc2c1[nH]c1cnccc12)c1cccnc1
 : x	-2%[60.1 µM]	u	-7%	x	x	x	-15%	-1%
12) Cc1noc(C)c1C(=O)NCCCc1ccccc1
 : -2	-11%	2%	-2%	-16%	-13%	-1%	5%	1%
13) COC(=O)C[n+]1cccc2ccccc21
 : -7	-12%	-10%	28%	-15%	7%	-12%	2%	-5%
14) CC1CCCN(C(=O)CN2C(=O)NC(C)(c3ccc4ccccc4c3)C2=O)C1 (centres undefined)
 : -3	3%	-11%	x	x	-9%	23%	x	-4%
15) Cc1ccc(-c2nc3ncccc3o2)cc1NC(=O)COc1ccc(C(C)C)cc1
 : -12	-6%	x	-15%	u	-20%	6%	u	-4%
16) CCCCN1C=CC(=C2N=c3cccc([N+](=O)[O-])c3=N2)C=C1
 : -7	-10%	2%	1%	9%	-11%	38%[activator]	-20%	-9%
17) Cc1ccc(-n2nc(C)c(NC(=O)CCl)c2C)cc1
 : -3	-7%	1%	1%	-16%	-17%	0%	-9%	-12%
18) Cn1nc(C(C)(C)C)c([N+](=O)[O-])c1C(=O)Nc1ccccc1
 : 0	-7%	3%	-3%	0%	-15%	157%[activator]	-22%	-3%
19) Cc1c(CC(=O)N[C@@H](CCCNC(N)=O)C(=O)O)c(=O)oc2cc3oc4c(c3cc12)CCCC4
 : x	x	25%	7%	-3%	x	x	-3%	x
20) CCOC(=O)c1sc(C)c2c1NC1(CCCCC1)NC2=O
 : -3	-7%	-3%	-2%	2%	5%	3%	10%	-2%
21) CCCC1=C(C(=O)OCC)C(c2cccs2)C(C#N)=C(N)O1 (centres undefined)
 : 5	-9%	15%	-9%	-6%	-20%	3%	-10%	-2%
22) O=C(COC(=O)c1sc2ccccc2c1Cl)NCC1CCCCC1
 : -11	-4%	3%	0%	-1%[57.1 µM]	-3%	17%	-4%	4%
23) COc1ccc(NC(=O)c2oc3ccccc3c2NC(=O)COc2ccccc2OC)c(OC)c1
 : -1	-6%	-1%	-4%	16%	-18%	39%[activator]	-7%	-5%
24) CCCOc1cccc(C(=O)NCCNC(=O)c2ccco2)c1
 : -1	-17%	8%	-2%	1%	-1%	137%[activator]	-2%	-2%
25) CCOc1ccc(-c2c(C)nn3c(-c4ccccc4)c(C(=O)NCCOC)cnc23)cc1OCC
 : 0	3%	x	0%	4%	x	-16%	1%	x
26) CCOC(=O)c1ccc(-n2c(-c3ccco3)nc3ccccc3c2=O)cc1
 : -4	-1%	1%	0%	7%	-13%	11%	-9%	-2%
27) Cc1cccc(NC(=O)C(=O)NCC(c2ccc3c(c2)OCO3)N2CCN(C)CC2)c1C (centres undefined)
 : -3	-1%[60.1 µM]	x	3%	3%	-18%	41%[activator]	-11%	-4%
28) CSCCC(NC(=O)COc1ccccc1)C(=O)NCc1cccs1 (centres undefined)
 : -1	-10%	3%	-1%	1%	5%	-4%	-7%	4%
29) OC1(C#CCN2CCOCC2)CCCCC1
 : -12	-9%	6%	3%	9%	0%	1%	-2%	-2%
30) COc1cc2[nH]c(=O)n(CCCCCC(=O)NCCCN3CCC(C)CC3)c(=O)c2cc1OC
 : -3	0%	1%	1%	-3%	9%	-6%	7%	-3%
31) O=C(Nc1cccc(NC(=S)NC(=O)c2cccs2)c1)c1ccccc1
 : -4	-1%	3%	-1%	0%	-3%	11%	-11%	-3%
32) COc1ccc(NC(=O)NN2CCN(C)CC2)cc1
 : -1	6%	0%	-1%	37%	-18%	29%	-4%	-5%
33) CCCC(=O)N1CCN(c2ccc(NC(=O)c3ccc4c(c3)OCCO4)cc2)CC1
 : -7	-4%	0%	-8%	35%	-7%	53%[activator]	-3%	-12%
34) COc1ccc(-c2nc(CS(=O)(=O)CC(=O)NCCCN3CCOCC3)c(C)o2)cc1
 : -1&3	-3%	34%	2%	47%	-10%	-13%	-4%	-4%
35) COC(=O)c1cc(S(=O)(=O)n2nc(C)c(Br)c2C)c(Cl)cc1Cl
 : 1	-8%	3%	-14%	0%	5%	-1%	-15%	11%
36) C=CCN(Cc1cc(OC)ccc1OC)S(=O)(=O)N(C)C
 : -2	-21%	-1%	0%	-16%	-20%	5%	-15%	-4%
37) Cc1cc(Nc2ccccc2C(=O)O)n(-c2cccc(Cl)c2)n1
 : -1	-32%	-2%	-5%	7%	2%	-53%	-2%	-5%
38) Cc1ccc(C(=O)NCCCN2CCOCC2)cc1
 : -10	2%	x	x	x	-8%	-1%	x	4%
39) COc1ccc(-c2ccc(CCC(=O)O)n2-c2ccccc2O)cc1
 : 3&5	-4%&-16%	-2%	11%&-11%	-30%&-5%	-11%&-6%	u	-17%&-10%	0%&3%
40) Cc1ccccc1OCC(=O)OCC(=O)c1ccc[nH]1
 : 3	9%	41%[activator]	x	x	-13%	-12%	x	-1%
41) CCN(CC(=O)NCc1cccs1)C(=O)c1cccc(S(=O)(=O)Nc2ccccc2OC)c1
 : 0	-4%	20%	4%	34%	-25%	8%	-5%	-5%
42) CC1(CC(=O)N/N=C/c2cc(Br)c(O)cc2O)OCCO1
 : 13	-3%	-6%	0%	24%	-7%	-5%	-3%	0%
43) Cc1cc(C)c(NC(=O)CCN2CCN(Cc3ccccc3)CC2)c(C)c1
 : -3	-11%	x	x	x	-11%	19%	x	-7%
44) CCN(CC)C(=O)c1cnn(-c2ccccc2)c1NC(=O)c1cccs1
 : 2	3%	0%	6%	-7%	-18%	2%	-1%	-1%
45) CC(=O)c1ccc(NCC(=O)N2CCN(c3ccccc3)CC2)cc1
 : -3	-4%	5%	-6%	16%	-17%	-4%	u	2%
46) C=CCNC(=O)C1(c2ccccc2)CC1(Cl)Cl (centres undefined)
 : -1	-7%	7%	-3%	4%	-5%	79%[activator]	u	2%
47) O=C(c1ccc2oc(CCc3ccccc3)nc2c1)N1CC[C@H](O)C1
 : 3	-21%	-1%	0%	0%	-3%	-25%	-10%	-5%
48) CCOc1ccc(NC(=O)Nc2cccnc2)cc1
 : 1	-8%	-5%	-4%	26%	-27%	30%	-4%	4%
49) Cc1c(NC(=O)c2ccc(=O)oc2)c(=O)n(-c2ccccc2)n1C
 : -4	-6%	-17%	-13%	27%	-1%	0%	5%	-3%
50) O=C(CCC(=O)Nc1ccccc1)N/N=C/C=C/c1ccccc1
 : 1	-11%	0%	-8%	u	u	u	-9%	1%
51) Cc1nn(-c2ccccc2)c(C)c1CN(C)C(=O)c1ccc(S(=O)(=O)NCc2ccco2)cc1
 : -3	-1%	6%	x	x	-4%	11%	x	-1%
52) O=C(CN1C(=O)CCS(=O)(=O)c2ccccc21)Nc1cccc(F)c1
 : 0	-19%	18%	2%	18%	-8%	-7%	-6%	-3%
53) Cn1nc(C(=O)OCC(=O)c2ccc[nH]2)c2ccccc2c1=O
 : -5	0%	2%	2%	12%	-15%	-22%	-9%	0%
54) O=Cc1ccc(OCCOc2ccc([N+](=O)[O-])cc2)cc1
 : 2	-16%[60.1 µM]	22%	-7%	2%	-9%	-22%	-12%	4%
55) N#Cc1cc2c(nc1SCc1ccccc1)CCCCC2
 : -1	-7%	-4%	2%	4%	u	-10%	-10%	-1%
56) CSc1n[nH]c(NC(=O)c2c(-c3c(Cl)cccc3Cl)noc2C)n1
 : -3	-11%	-2%	-6%	4%	-10%	132%[activator]	-9%	-4%
57) CCOC(=O)N1CCN(S(=O)(=O)c2ccc(NC(C)=O)cc2)CC1
 : -8	3%	6%	-3%	-2%	-2%	-8%	-2%	-5%
58) Cc1cc(Nc2cccc(Cl)c2)nc2ccc(NC(=O)Cc3cccc(C(F)(F)F)c3)cc12
 : -6	-13%	x	-7%	1%	-12%	-11%	182%[activator]	-2%
59) Cc1cccc(Oc2nccc(C(F)(F)F)c2C(=O)Nc2ccc(F)cc2F)c1
 : -5	-5%	1%	0%	-4%	-13%	35%[activator]	-15%	-3%
